Screens from PubChem BioAssay.
ZTA counter: counter-screen for EBNA-1 inhibitors: inhibitors of Epstein-Barr virus ZTA | P03206 | ZTA-DNA binding, fluorescence polarization | inhibition, % at 11 µM | 320,000 tested, 0.15% active | AID 2234; in the data active means inhibition above about 33%
procasp3 activ: activators of human procaspase-3; P42574; recombinant procaspase-3 D3A, Ac-DEVD-pNA absorbance 405 nm; activation, % at 8.5 µM; 330,000 tested, 0.11% active;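 active means activation above the mean of all tested compounds plus 3 SD, cut at about 21% in these data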;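 further: 0% = DMSO alone and 100% = DMSO wells spiked with extra 5 µM PC-3 D3A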
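Test system: Procaspase-3 D3A mutant, all three cleavage aspartates alanine | Dosing: Single dose, 8.5 µM nominal compound, 0.8% DMSO | Schedule: 1 h preincubation, 2 h reaction | Technique: 405 nm absorbance of p-nitroaniline, reads at 0 and 120 min | Repeats: One well per compound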
procasp7 counter: activates human procaspase-7, counter-screen for procaspase-3 activators | P55210 | recombinant procaspase-7, Ac-DEVD-pNA absorbance 405 nm; D23A/D198A/D206A triple mutant, cannot self-cleave; scale: DMSO 0, 5 µM enzyme 100 | activation, % at 8.5 µM | 330,000 tested, 0.093% active | AID 463210;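 active means percent activation above the screen-wide mean plus 3 SD, cut at about 25% in these data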
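Replicates: singlicate. Assay system: Procaspase-7 triple mutant (PC-7 D3A). Signal: 405 nm absorbance of p-nitroaniline. Times: 1 h preincubation, 2 h reaction. Buffer or medium: Zinc-free HEPES pH 7.4 with 300 mM NaCl, 0.01% Triton X-100. Also added: DEVD-pNA substrate. Benchmarks: DMSO wells as 0%, DMSO with 5 µM added PC-7 as 100%.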
LAP4 TOR yeast: modulators of TOR pathway LAP4-GFP in S. cerevisiae | S. cerevisiae LAP4-GFP multiplex, flow cytometry GFP, 3 h; median GFP as percent of DMSO wells | 320,000 tested, 0.34% active | GFP response vs DMSO, % at 10 µM;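 active means GFP response vs DMSO above a set limit, about the screen mean plus 3 SD, cut at about 150% in these data; inconclusive means under 70 cell events counted for the yeast strain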
RPL19A-GFP yeast: yeast TOR pathway RPL19A-GFP modulation; S. cerevisiae RPL19A-GFP strain, flow cytometry, 3 h; hits give low values; 330,000 tested, 0.3% active; AID 2025; percent response vs DMSO, % at 10 µM;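 active means percent response vs DMSO below 50%; inconclusive means fewer than 70 events counted for the yeast strain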;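 further: median channel GFP fluorescence of the barcoded RPL19A-GFP strain; ratio of sample median GFP to plate DMSO average so 100% = DMSO; lower means less RPL19A-GFP as with rapamycin TOR inhibition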
MEP2-GFP yeast: modulators of TOR pathway MEP2-GFP in S. cerevisiae. AID 2016. GFP response vs DMSO, % at 10 µM. S. cerevisiae MEP2-GFP strain, flow cytometry GFP, 3 h; 100% = DMSO control level. 330,000 tested, 0.51% active;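 active means GFP response versus DMSO above a set limit, roughly screen mean plus 3 SD, cut at about 180% in these data; inconclusive means fewer than 70 cells counted for a yeast strain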;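 further: median GFP fluorescence of the barcode-gated MEP2-GFP cells per well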
EBNA-1 inhibitor: blocks EBNA-1 binding to DNA. EBNA-1 DNA binding, fluorescence polarization. 300,000 tested, 0.34% active. inhibition, % at 14.8 µM. AID 1950; in the data active means inhibition above about 28%
AHR act: activates the human aryl hydrocarbon receptor; AID 2796; AHR-responsive luciferase reporter cells, luminescence; 320,000 tested, 2.5% active; P35869; activation, % at 5 µM; in the data active means activation above about 47%;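 further: 0% = vehicle wells and 100% = reference agonist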
An asterisk follows results filed as active; ? = inconclusive; nt = no result given.

SMILES | ZTA counter | procasp3 activ | procasp7 counter | LAP4 TOR yeast | RPL19A-GFP yeast | MEP2-GFP yeast | EBNA-1 inhibitor | AHR act
COc1ccc2oc(C(=O)OCC(=O)Nc3cc(S(=O)(=O)N4CCOCC4)ccc3C)c(C)c2c1 | 4 | 1 | 1 | 101 | 97 | 101 | 62* | -1
CC(=O)Nc1ccc(NC(=O)c2cc(=O)c3cc(C)cc(C)c3o2)cc1 | 7 | 4 | -2 | 99 | 109 | 114 | -2 | 2
CC(OC(=O)CN1C(=O)C2C3C=CC(C4CC34)C2C1=O)C(=O)c1ccccc1 (stereo not given) | -26 | 5 | 5 | 106 | 98 | 96 | -10 | 0
COc1cccc(NS(=O)(=O)c2ccc3c(c2)NC(=O)CC(=O)N3)c1 | -9 | 6 | 1 | 93 | 99 | 102 | -7 | -1
Cc1ccc2oc(-c3cccc(NC(=O)c4ccccn4)c3)nc2c1 | 25 | 11 | 0 | 102 | 101 | 103 | 8 | 13
CCOC(=O)C1Nc2ccc(C(=O)O)cc2C2C=CCC12 (stereo not given) | 60* | 1 | 6 | 83 | 102 | 104 | 5 | 1
CC(C)n1c(NCc2nc3ccccc3n2C)nc2ccccc21 | 15 | 10 | 10 | 99 | 106 | 93 | 5 | 15
O=C(Cc1ccsc1)NCC(=O)Nc1ccccc1Br | nt | 7 | 3 | 106 | 100 | 105 | nt | -1
Cc1ccc(C(=O)N/N=C\c2ccc3c(c2)OCO3)cn1 | 1 | 7 | -2 | 109 | 104 | 110 | 0 | 7
CC(C)(C)C(=O)CSc1ccc(S(=O)(=O)N2CCN(Cc3ccccc3)CC2)cn1 | -6 | -9 | 9 | 98 | 94 | 97 | nt | 9
CCOC(=O)C1(Cc2ccccc2C)CCCN(C(=O)c2ccccn2)C1 (stereo not given) | -16 | 2 | 5 | 84 | 100 | 97 | -4 | 0
COc1ccc(-n2nc(C(=O)NCC(=O)N(C)Cc3ccccc3)c3ccccc3c2=O)c(OC)c1 | 3 | 5 | 8 | 82 | 99 | 100 | -2 | -2
O=C(Cc1cccc(C(F)(F)F)c1)OCC(=O)N1CCN(S(=O)(=O)c2ccc(Cl)cc2)CC1 | -1 | 2 | -2 | 97 | 95 | 93 | 4 | 1
O=C(O)c1ccn2c(C(=O)c3ccccc3)c(-c3ccccc3)cc2c1 | 6 | -6 | -4 | 156* | 99 | 90 | 4 | -3
CSc1ccc(CN(C)CC(=O)NCc2ccccc2)cc1 | 6 | 3 | 11 | 100 | 108 | 104 | 5 | -1
COCCN(CCOC)S(=O)(=O)c1ccc(C(=O)Nc2sc3c(c2C(N)=O)CCCCC3)cc1 | -9 | -12 | 1 | 99 | 104 | 112 | -5 | 9
COc1nccnc1NS(=O)(=O)c1ccc(NCc2ccccc2O)cc1 | 3 | 4 | -9 | 107 | 102 | 103 | -10 | 1
Fc1ccc(CN2CCN3CCCC3C2C2CCCCC2)cc1F (stereo not given) | 8 | 0 | 10 | 97 | nt | 96 | -4 | -1
O=c1c2cc(-c3ccccc3)sc2ncn1/N=C/c1ccco1 | 1 | 0 | -1 | 99 | 99 | 100 | -11 | 0
CC(=O)c1cccc(-n2nnnc2SCC(=O)NNC(=O)C(C)C)c1 | 14 | -7 | 3 | 95 | 111 | 105 | -7 | 3
COc1cccc(C2C(C(=O)c3cccs3)=C(O)C(=O)N2CCN(C)C)c1OC (stereo not given) | 7 | 10 | 8 | 100 | 99 | 105 | 15 | -1
COc1ccc(S(=O)(=O)N2CCCC2CNC(=O)C(=O)NCc2ccc3c(c2)OCO3)cc1 (stereo not given) | -9 | -9 | -10 | 103 | 91 | 93 | -4 | 0
CCOC(=O)C1=C(CSc2nnnn2C)N(C)C(=O)NC1c1ccccc1 (stereo not given) | -7 | 8 | -6 | 90 | 92 | 96 | -2 | 1
O=C(COC(=O)c1cc[n+]([O-])cc1)Nc1ccc(F)c([N+](=O)[O-])c1 | -21 | 8 | -5 | nt | nt | nt | 0 | -2
O=S(=O)(Cc1ccccc1Cl)CC(O)COc1ccccc1Cl (stereo not given) | 6 | -6 | 15 | 100 | 94 | 114 | 6 | -1
Cc1ccc(S(=O)(=O)N(CC(=O)Nc2cccc([N+](=O)[O-])c2)C2CCCCC2)cc1 | -20 | -5 | -2 | 111 | 97 | 107 | -8 | -7
CC(CN1CCCCC1)OC(=O)c1ccco1 (stereo not given) | -3 | 4 | 7 | 92 | 96 | 99 | -1 | -2
COC(=O)c1cc(OC)c(OC)cc1NC(=O)CC1CCCCC1 | 5 | -3 | 4 | 98 | 101 | 100 | -19 | 0
O=C(CC1CCCCC1)NCc1ccc(Cl)cc1 | 14 | 3 | -7 | 94 | 104 | 93 | 7 | 8
COc1ccc(/C=C/C(=O)OC2CCCCC2CN(C)C)cc1 (stereo not given) | 5 | -3 | -13 | 99 | 99 | 97 | -6 | 0
CCOc1cc2sc(N3CCC(C(=O)NCCCN4CCCC4=O)CC3)nc2cc1Br | -2 | 5 | 7 | 99 | 98 | 102 | -1 | -1
Cc1ccc(NCC(=O)N/N=C\C(Br)=C\c2ccccc2)cc1 | -2 | 1 | -7 | 104 | 95 | 98 | -7 | 17
O=C(Nc1ccccc1)N1CCc2ccccc2C1 | -15 | 1 | 3 | 96 | 95 | 97 | -3 | 103*
COCCNC(=O)c1ccc2nc(Cc3ccc(OC)c(OC)c3)oc2c1 | 0 | 7 | 4 | 97 | 97 | 101 | 3 | 5
O=C(Nc1cc(S(=O)(=O)N2CCOCC2)ccc1N1CCOCC1)c1cccc(S(=O)(=O)N2CCCCC2)c1 | 10 | -5 | 6 | 96 | 101 | 105 | -10 | 4
CCOC(=O)c1c(NC(=O)CNC2CCCc3ccccc32)sc(C(N)=O)c1C (stereo not given) | 10 | 1 | 7 | 93 | 102 | 105 | 0 | 11
Cc1ccc(C)c(NC(=O)CN(C)C(=O)c2ccc(S(=O)(=O)N3CCCCCC3)cc2)c1 | -6 | 7 | 4 | 89 | 94 | 94 | nt | 0
Cc1cc(Nc2ccc([N+](=O)[O-])cc2)c2ccccc2n1 | -10 | -2 | -1 | 85 | 104 | 106 | -3 | 9
Cc1ccc(NC(=O)CN(C)C(=O)Cc2ccc(Cl)cc2Cl)cc1 | 3 | 1 | -5 | 80 | 84 | ? | 9 | 5
CSc1ccc(CNCc2ccco2)cc1 | 5 | 7 | -5 | 96 | 108 | 116 | 6 | -1
COc1cc(/C=N/N(C)C)ccc1OC(=O)c1cccs1 | -1 | 9 | 13 | 93 | 104 | 96 | -12 | 4
Cc1ccc(OCc2cc(C(=O)NCC(C)c3ccccc3)no2)cc1C (stereo not given) | -8 | 2 | 5 | 109 | 105 | 101 | 2 | -2
CC(C)CCn1c(SCC(N)=O)nc2c1c(=O)n(C)c(=O)n2C | -8 | 14 | 8 | 88 | 95 | 92 | -3 | -2
CCCCN(C)S(=O)(=O)c1c(C)[nH]c(=O)[nH]c1=O | 7 | -3 | 6 | 106 | 97 | 107 | -5 | -1
Cc1cc2c(cc1C)NC(c1c(C)n(C)n(-c3ccccc3)c1=O)C1=C(CC(C)(C)CC1=O)N2 (stereo not given) | 14 | -4 | -4 | ? | ? | ? | 6 | 9

Exported with tabs: 2 of the compounds above
mol	ZTA counter	procasp3 activ	procasp7 counter	LAP4 TOR yeast	RPL19A-GFP yeast	MEP2-GFP yeast	EBNA-1 inhibitor	AHR act
CSc1ccc(CN(C)CC(=O)NCc2ccccc2)cc1	6	3	11	100	108	104	5	-1
CC(=O)c1cccc(-n2nnnc2SCC(=O)NNC(=O)C(C)C)c1	14	-7	3	95	111	105	-7	3

An excerpt from above in order of length of the SMILES, smallest number first.
SMILES | ZTA counter | procasp3 activ | procasp7 counter | LAP4 TOR yeast | RPL19A-GFP yeast | MEP2-GFP yeast | EBNA-1 inhibitor | AHR act
CC(CN1CCCCC1)OC(=O)c1ccco1 (stereo not given) | -3 | 4 | 7 | 92 | 96 | 99 | -1 | -2
Fc1ccc(CN2CCN3CCCC3C2C2CCCCC2)cc1F (stereo not given) | 8 | 0 | 10 | 97 | nt | 96 | -4 | -1
O=S(=O)(Cc1ccccc1Cl)CC(O)COc1ccccc1Cl (stereo not given) | 6 | -6 | 15 | 100 | 94 | 114 | 6 | -1
Cc1ccc2oc(-c3cccc(NC(=O)c4ccccn4)c3)nc2c1 | 25 | 11 | 0 | 102 | 101 | 103 | 8 | 13
CC(=O)c1cccc(-n2nnnc2SCC(=O)NNC(=O)C(C)C)c1 | 14 | -7 | 3 | 95 | 111 | 105 | -7 | 3
O=C(O)c1ccn2c(C(=O)c3ccccc3)c(-c3ccccc3)cc2c1 | 6 | -6 | -4 | 156* | 99 | 90 | 4 | -3
CCOc1cc2sc(N3CCC(C(=O)NCCCN4CCCC4=O)CC3)nc2cc1Br | -2 | 5 | 7 | 99 | 98 | 102 | -1 | -1
COc1cccc(C2C(C(=O)c3cccs3)=C(O)C(=O)N2CCN(C)C)c1OC (stereo not given) | 7 | 10 | 8 | 100 | 99 | 105 | 15 | -1
CC(C)(C)C(=O)CSc1ccc(S(=O)(=O)N2CCN(Cc3ccccc3)CC2)cn1 | -6 | -9 | 9 | 98 | 94 | 97 | nt | 9
COc1ccc(S(=O)(=O)N2CCCC2CNC(=O)C(=O)NCc2ccc3c(c2)OCO3)cc1 (stereo not given) | -9 | -9 | -10 | 103 | 91 | 93 | -4 | 0
COCCN(CCOC)S(=O)(=O)c1ccc(C(=O)Nc2sc3c(c2C(N)=O)CCCCC3)cc1 | -9 | -12 | 1 | 99 | 104 | 112 | -5 | 9
Cc1ccc(S(=O)(=O)N(CC(=O)Nc2cccc([N+](=O)[O-])c2)C2CCCCC2)cc1 | -20 | -5 | -2 | 111 | 97 | 107 | -8 | -7
COc1ccc2oc(C(=O)OCC(=O)Nc3cc(S(=O)(=O)N4CCOCC4)ccc3C)c(C)c2c1 | 4 | 1 | 1 | 101 | 97 | 101 | 62* | -1

(listing goes on)
SMILES | ZTA counter | procasp3 activ | procasp7 counter | LAP4 TOR yeast | RPL19A-GFP yeast | MEP2-GFP yeast | EBNA-1 inhibitor | AHR act
CCc1nc(N2CCC3(CC2)OCCO3)c2nnn(Cc3ccccc3)c2n1 | -5 | 3 | 4 | 112 | 98 | 95 | -6 | 4
O=C(CC(NC(=O)c1ccccc1Cl)c1ccccc1)NC1=NCCS1 (stereo not given) | -18 | -2 | -1 | 96 | 113 | 109 | 3 | 1
CCOC(=O)CSc1ccc(C(=O)Nc2ccc(Cl)cc2)cn1 | 11 | -3 | 7 | 109 | 97 | 101 | 12 | 58*
CCOC(=O)N1CCN(CC(=O)Nc2cc(OCC)ccc2OCC)CC1 | -3 | 1 | -4 | 101 | 95 | 109 | -7 | 1
O=C(CCC(=O)c1cccs1)Nc1ncccc1O | 16 | 1 | 12 | 94 | 98 | 90 | 1 | 2
O=Cc1c(-c2ccccc2)nc2ccccn12 | -4 | 6 | 7 | 85 | 95 | 93 | -14 | 89*
C=CCN1C(=O)/C(=C2/Sc3ccc(OC)cc3N2CC)SC1=S | -3 | -11 | -21 | 85 | 104 | 100 | -11 | 9
